ALDH1A1 inh: blocks purified human ALDH1A1 activity; P00352; Purified ALDH1A1, NADH fluorescence, propionaldehyde substrate; Potency, µM (top dose mostly 75.3 µM), for the others: top-dose activity, negative = inhibition, actives largely listed as inhibitors; 7.3% of 220,000 active; AID 1030; active = well fitted inhibition curve with a large enough effect, not every such curve was filed as active; inconclusive = small, poorly fitted or top-dose-only effect, or another doubt; inactive = no such curve, though single readings can be large or run the other way;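 note: plate controls were no enzyme wells and a reference inhibitor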
GAA inhib: blocks human lysosomal alpha-glucosidase. Potency, µM (titrated, usually from 76.9 µM), inactives show at the highest dose activity change, negative = inhibition, actives largely listed as inhibitors. 0.005% of 200,000 active. P10253. purified human GAA, 4-MU-alpha-glucoside fluorescence;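 note: plate controls were uninhibited enzyme wells for no effect and no-enzyme background for full effect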
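qHTS format, compound range up to 77 uM. Human lysosomal enzyme at 4 nM, 400 uM 4-MU glucoside substrate, pH 5.0, 20 min room temperature; fluorescence after alkaline stop gives activity normalized to controls.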
aGlu spleen mod: inhibits or activates alpha-glucosidase in human spleen homogenate; P10253; AID 2112; human spleen homogenate, 4-MU-alpha-glucoside fluorescence; 0.006% of 240,000 active; Potency, µM (top dose mostly 79.9 µM), inactives show at the top dose activity change, negative = inhibition, hits mostly inhibitors;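 note: 0% = enzyme with vehicle and -100% = no enzyme basal signal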
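Human spleen homogenate (1 ug) with 4-methylumbelliferyl-alpha-D-glucopyranoside (1 mM final) in 50 mM citrate/phosphate pH 5.0, 0.01% Tween-20; 40 min at 37 C. Stopped at pH 10; 4-MU fluorescence Ex 365/Em 440 nm; AC50 by Hill fit.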
GoLoco inh red: blocks human Gai1 binding to RGS12 GoLoco peptide, red readout | Gai1:RGS12 GoLoco peptide FP, rhodamine, 10 min | Potency, µM (series often up to 61.6 µM), without a hit: at the highest dose activity, negative = inhibition, usual class: inhibitors | 0.44% of 230,000 active | AID 880; active = well fitted inhibition curve with a large enough effect, not every such curve was filed as active; inactive = no such curve, though single readings can be large or run the other way; note: % is set by controls: 0 for no effect and ±100 for the full control effect; nearly all actives have a fitted effect of over 30% in size; many of its hits are not listed in these tables
Target sequence (P63096 whole entry, looked up): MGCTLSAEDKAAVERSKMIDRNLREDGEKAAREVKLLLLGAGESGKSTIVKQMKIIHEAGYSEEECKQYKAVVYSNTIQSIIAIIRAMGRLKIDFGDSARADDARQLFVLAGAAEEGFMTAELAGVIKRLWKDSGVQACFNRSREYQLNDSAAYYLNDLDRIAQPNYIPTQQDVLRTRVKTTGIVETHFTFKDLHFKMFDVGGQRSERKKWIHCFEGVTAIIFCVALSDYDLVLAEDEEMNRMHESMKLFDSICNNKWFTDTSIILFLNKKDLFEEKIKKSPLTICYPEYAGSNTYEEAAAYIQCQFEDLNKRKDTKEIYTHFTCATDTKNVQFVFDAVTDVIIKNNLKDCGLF
JMJD2E inh: JMJD2E (human) inhibition. B2RXH2. JMJD2E catalytic domain, FDH-coupled NADH fluorescence (FDH is formaldehyde dehydrogenase). Potency, µM (top dose mostly 57.1 µM), without a hit: top-dose activity change, negative = inhibition, most hits filed as inhibitors. 1.6% of 230,000 active. AID 2147; active = well fitted inhibition curve with a large enough effect, not every such curve was filed as active; inconclusive = small, poorly fitted or top-dose-only effect, or another doubt; inactive = no such curve, though single readings can be large or run the other way;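 note: 0% = wells with enzyme and -100% = buffer wells without enzyme; nearly all actives have a fitted effect of over 50% in size; many of its hits are not listed in these tables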
Target sequence (B2RXH2 1-337 limits assumed): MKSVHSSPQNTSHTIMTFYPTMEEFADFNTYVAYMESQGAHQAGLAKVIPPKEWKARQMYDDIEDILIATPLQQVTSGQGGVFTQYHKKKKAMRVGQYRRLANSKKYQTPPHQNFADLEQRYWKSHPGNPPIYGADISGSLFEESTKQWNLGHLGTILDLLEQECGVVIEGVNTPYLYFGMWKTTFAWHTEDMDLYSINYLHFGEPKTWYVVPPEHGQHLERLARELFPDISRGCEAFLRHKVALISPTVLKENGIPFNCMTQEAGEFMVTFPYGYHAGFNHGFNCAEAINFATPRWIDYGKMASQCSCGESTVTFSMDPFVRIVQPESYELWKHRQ
aGal spleen mod: inhibitors or activators of human alpha-galactosidase in spleen homogenate. P06280. human spleen homogenate, 4MU-alpha-Gal fluorescence, 40 min. Potency, µM (series often up to 80 µM), for the others: top-dose activity change, negative = inhibition, actives largely listed as inhibitors. 0.008% of 240,000 active;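 note: 0% = enzyme with vehicle and -100% = no enzyme basal signal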
Target sequence (P06280 32-429 limits assumed): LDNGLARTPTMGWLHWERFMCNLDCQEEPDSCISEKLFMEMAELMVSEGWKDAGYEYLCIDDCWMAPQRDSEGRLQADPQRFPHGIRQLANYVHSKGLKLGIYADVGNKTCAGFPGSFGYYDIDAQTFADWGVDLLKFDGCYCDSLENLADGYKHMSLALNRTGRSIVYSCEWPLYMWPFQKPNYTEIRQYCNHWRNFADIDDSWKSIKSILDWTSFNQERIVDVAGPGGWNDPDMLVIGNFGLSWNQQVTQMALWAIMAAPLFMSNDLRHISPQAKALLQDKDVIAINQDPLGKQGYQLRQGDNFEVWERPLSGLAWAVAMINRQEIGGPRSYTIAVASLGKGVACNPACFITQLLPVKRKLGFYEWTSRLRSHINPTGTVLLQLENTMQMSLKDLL
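qHTS titration in buffer at pH 5.0. Alpha-galactosidase activity in spleen homogenate was measured via 4-methylumbelliferone release from 1 mM fluorogenic substrate after 40 min at 37C and a pH 10 stop. AC50 came from Hill fits of control-normalized data.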
GAA glycogen: inhibitors or activators of human alpha-glucosidase glycogen cleavage; P10253; recombinant GAA, glycogen substrate, Amplex Red glucose oxidase fluorescence; Potency, µM (highest dose often 76.4 µM), without a hit: at the highest dose activity change, negative = inhibition, hits mostly inhibitors; 0.38% of 300,000 active; AID 2100;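 note: 0% = full enzyme reaction and -100% = no-enzyme basal signal; the screen sought inhibitors and activators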
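Recombinant human alpha-glucosidase (4 nM final) hydrolysed bovine liver glycogen (30 ug) for 40 min at 37 C in pH 5.0 citrate/phosphate with 0.01% Tween-20. Released glucose detected by glucose oxidase/Amplex Red, Ex 573/Em 610 nm. Compounds up to 77 uM; AC50 from Hill fits.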
SMN2 splice enh: increases expression of the SMN2 splice variant. HEK293 SMN2-luciferase splicing reporter, luminescence, 30-36 h. Potency, µM (titrated, usually from 46.1 µM), without a hit: at the highest dose activity change, positive = activation, hits mostly activators. 2.8% of 210,000 active; note: % of control where 0% means no effect; nearly all actives have a fitted effect of over 55% in size
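HEK293 cells carry an SMN2 minigene-luciferase reporter in which exon 7 inclusion puts luciferase in frame. Cells were seeded at 2000 cells/well, attached for 10-12 hours, then exposed to compounds for 30-36 hours at 37C before ONE-Glo luminescence.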
Starred values were filed as active, the others as inactive; ? = inconclusive; . = no result given; & = joins results of further samples; [ ] = remark or other dose. Unless noted, calls come from the whole dose curve; as a rule, active = well fitted curve in the direction sought with a large enough effect; inconclusive = small, poorly fitted or top-dose-only effect, or another doubt; inactive = no such curve, though single readings can be large; an effect the other way counts as inactive or inconclusive. Potency is the fitted concentration of half-maximal effect. These rows are one share of the data (hit frequency here may not be typical).

SMILES	ALDH1A1 inh	GAA inhib	aGlu spleen mod	GoLoco inh red	JMJD2E inh	aGal spleen mod	GAA glycogen	SMN2 splice enh
CCC1CCCCN1CCNC(=O)CNS(=O)(=O)c1ccc2nc(C)sc2c1 (stereo not given)	3%	2%	-1%	11%	-5%	1%	5%	22%
Cc1ccc(-n2ncc3c(=O)n(CC(=O)NC4CCCCC4)cnc32)cc1	-14%	-6%	6%	6%	-18%	12%	7%	-3%
Cc1cccc(NC(=O)c2cc([N+](=O)[O-])ccc2NCC2CCCO2)n1 (stereo not given)	-2%	0%	-4%	10%	2%	1%	-13%	-21%
CCCCCC(=O)/C=C/[C@H]1[C@H](O)CC(=O)[C@@H]1C/C=C\CCCC(=O)O	-1%	.	-5%	7%	4%	7%	.	11%
c1ccc(-n2nnnc2Oc2ccc(-n3ccnc3)cc2)cc1	?	-3%	4%	1%	8%	3%	7%	-15%
CCN(CC)CCN1C(=O)C(=O)/C(=C(/O)c2c(C)[nH]c(C(=O)OC)c2C)C1c1ccccc1 (stereo not given)	-4%	-3%	-11%	9%	-10%	2%	-4%	22%
CC(=O)Nc1cccc(NC(=S)Nc2cccc(Cl)c2C)c1	?	4%	-1%	-8%	-13%	0%	2%	14%
O=C(NCc1ccccn1)/C(=N/O)c1ccccc1	13%	-11%	0%	8%	-7%	-8%	?	0%
Cc1cccc(CNc2nc(-c3cccnc3)nc3ccccc23)c1	?	.	-5%	-6%	.	0%	.	-23%
Cc1ccc(-c2nc3cc(Cl)ccc3o2)cc1	?	1%	-4%	-19%	?	1%	-2%	?
Cc1cc(NC(=O)c2sccc2C)n(-c2cccc(Cl)c2)n1	-3%	6%	6%	14%	5%	5%	3%	-3%
COc1cccc([C@@H]2Oc3ccc(Br)cc3C(=O)[C@H]2OC(=O)NC2CCCC2)c1	?	-12%	-1%&0%	-11%&3%	-1%&-5%	-25%&5%	-4%	-5%&-27%
COc1ccc(Br)cc1C(=O)NC(=S)Nc1ccc(Cl)c(C(=O)O)c1	18µM*	-14%	-5%	4%	-9%	-10%	-14%	-5%
Nc1nonc1NC(=O)CSc1nc2ccccc2s1	?	-8%	5%	3%	1%	8%	6%	-8%
COC(=O)c1ccc(C)c(NC(=O)CCc2ccc(OC)c(OC)c2)c1	?	2%	-5%	-7%	3%	-1%	3%	-32%
CC(=C1C2C=CC1C1C(=O)NC(=O)C21)c1ccccc1 (stereo not given)	?	0%	-2%	6%	9%	25%	1%	19%
O=C(NCCC1=CCCCC1)C1CC(=O)N(C2CCCCCC2)C1 (stereo not given)	?	-3%	-13%	-2%	2%	5%	7%	?
CC(=O)c1cc2c(cc1NC(=O)CN1CCOCC1)OCO2	-13%	-2%	-4%	-2%	?	4%	1%	12%
CC(=O)NC1=NN(C(C)=O)C2(CCCC2)S1	?	-4%	6%	3%	1%	6%	5%	11%
COc1cccc(N2CCN(C(=S)NCCc3ccccc3)CC2)c1	-4%	?	-2%	7%	8%	3%	-5%	-10%
CC(=O)c1ccccc1C(=O)NCc1cccnc1	6%	1%	7%	11%	-6%	2%	0%	6%
CCCC(=O)Nc1cccc(-c2nc3ccccc3c(=O)o2)c1	?	?	-3%	7%	?	7%	4%	.
NC(=O)CC(NC(=O)Cc1ccc(Br)cc1)c1ccc(NCCc2ccc(F)cc2)c([N+](=O)[O-])c1 (stereo not given)	.	.	3%	-3%	3%	3%	-1%	.
Cc1ccc(S(=O)(=O)N2CCN(C(=O)CSc3nnc(C)c(=O)[nH]3)CC2)cc1	-3%	-11%	0%	6%	11%	6%	-21%	4%
CNc1ccccc1C(C)(C)c1cc(-c2cccc(Br)c2)no1	-7%	-1%	-12%	204%[activator]	-5%	0%	-9%	.
O=C(Nc1ccc(N2CCOCC2)cc1)c1ccc2c(c1)OCO2	3%	-1%	-7%	10%	5%	-7%	-6%	.
COc1ccccc1-n1cc(C(=O)c2cc(Cl)ccc2O)cc(C#N)c1=O	6%	0%	1%	14%	1%	2%	-2%	-5%
CC(C)=CC(=O)Nc1ccc(Cl)cc1	-9%	?	7%	6%	4%	9%	-13%	14µM*
Cc1ccc(CS(=O)(=O)CCC(=O)NCCC(C)C)cc1	8%	-1%	2%	8%	17%	5%	-7%	-25%
O=C(c1ccc2c3c(cccc13)CC2)N1CCOCC1	14µM*	0%	-11%	13%	?	-24%	11%	4%
CC1CCCN(c2nc3c(c(=O)[nH]c(=O)n3C)n2CCSc2nc3ccccc3o2)C1 (stereo not given)	5%	3%	3%	-17%	5%	-1%	8%	3%
Cc1csc(SCC(=O)NC(=O)Cc2ccccc2)n1	4%	-5%	-2%	1%	7%	4%	-6%	-8%
Clc1ccccc1-c1ccc(CN2CCN(c3ccccc3)CC2)o1	-4%	-5%	6%	2%	-7%	2%	1%	7%
Cc1ccc2c(Cl)cc(Cl)c(OCC(=O)NC(C)(C)C)c2n1	?	3%	2%	-4%	?	8%	-9%	12%
Cc1nnc(NC2=NCCCCC2)o1	5%	-9%	-6%	6%	-1%	3%	-2%	23%
CCCCn1c(N)c(N(CC)C(=O)/C=C/c2ccco2)c(=O)[nH]c1=O	-2%	7%	5%	-5%	-4%	-4%	-13%	7%
CC(=O)Oc1ccc(C(=O)[C@H]2[C@H]3C(=O)N(c4cccc5ccccc45)C(=O)[C@H]3[C@@H]3C=CC=NN32)cc1	?	-8%	-9%	107%[activator]	?	-24%	7%	3%
Cc1ccc2cc(/C=N/NC(=O)[C@H]3C[C@@H]3c3ccccc3)c(Cl)nc2c1	?	?	-6%	1%	?	7%	-4%	-19%
COc1ccc(N2C3=C(C(=O)CC(C)(C)C3)C(c3ccccc3OC)C3=C2CC(C)(C)CC3=O)cc1	.	.	1%	-1%	?	19%	-7%	.
CC(=O)N1CCC2(CC1)C(C#N)=C(N)Oc1n[nH]c(C(F)(F)F)c12	-5%	5%	1%	7%	-12%	-1%	?	-8%

Compound profiles, from the list above. Values in the order: ALDH1A1 inh | GAA inhib | aGlu spleen mod | GoLoco inh red | JMJD2E inh | aGal spleen mod | GAA glycogen | SMN2 splice enh
`CNc1ccccc1C(C)(C)c1cc(-c2cccc(Br)c2)no1` in the list: -7% | -1% | -12% | 204%[activator] | -5% | 0% | -9% | .
`O=C(Nc1ccc(N2CCOCC2)cc1)c1ccc2c(c1)OCO2` in the list: 3% | -1% | -7% | 10% | 5% | -7% | -6% | .

ALDH1A1 inh, what is marked active above.
| SMILES | ALDH1A1 inh | aGlu spleen mod | GoLoco inh red | JMJD2E inh | GAA glycogen |
| --- | --- | --- | --- | --- | --- |
| COc1ccc(Br)cc1C(=O)NC(=S)Nc1ccc(Cl)c(C(=O)O)c1 | 18µM* | -5% | 4% | -9% | -14% |
| O=C(c1ccc2c3c(cccc13)CC2)N1CCOCC1 | 14µM* | -11% | 13% | ? | 11% |

Following part:
SMILES	ALDH1A1 inh	GAA inhib	aGlu spleen mod	GoLoco inh red	JMJD2E inh	aGal spleen mod	GAA glycogen	SMN2 splice enh
CCN(CC)c1ncnnc1-c1ccccc1	-6%	-10%	-5%	1%	0%	-3%	10%	-14%
CC1CN(S(=O)(=O)c2ccccc2)C(C)CN1S(=O)(=O)c1ccccc1 (stereo not given)	2%	-6%	-3%	8%	6%	4%	3%	-3%
N#C/C(=C\c1ccc(-c2ccc(F)cc2)o1)C(=O)Nc1nc(-c2cccs2)cs1	4%	4%	1%	43%[activator]	5%	-4%	10%	-26%
COC(=O)Cn1cnc2c(nnn2-c2ccc(C)cc2)c1=O	-12%	-7%	-8%	8%	3%	0%	6%	-21%
CC(C)(/C=N/O)N(O)C=C1C=CC(=O)C=C1	.	.	-2%	16%	-5%	-7%	-18%	.
COc1cc(/C=N/O)cc(Cl)c1OC	-2%	4%	2%	0%	5%	3%	3%	-29%
C=CCNc1nnc(-c2ccncc2)s1	?	10%	-4%	0%	?	1%	0%	-5%
CCc1ccc(OCC(=O)NC(NC(=S)Nc2ccccc2C)C(Cl)(Cl)Cl)cc1 (stereo not given)	-4%	3%	-6%	-2%	-6%	2%	14%	-9%
CCCC(C(=O)NC1CCCC1)N(C(=O)Cn1nnc(-c2ccc(C)o2)n1)C1CCCC1 (stereo not given)	25µM*	-5%	8%	-10%	-7%	6%	0%	9%
COc1ccccc1-n1c(CNC(=O)c2cccs2)n[nH]c1=S	6%	7%	-4%	9%	3%	-4%	-6%	4%
CCCc1cc(=O)[nH]c(SCC(=O)CSc2nc(CCC)cc(=O)[nH]2)n1	14µM*	-2%	-1%	-4%	-3%	5%	-18%	-14%
CC(=O)Nc1ccc(SCC(=O)N(CCC#N)c2cc(C)cc(C)c2)cc1	-10%	3%	-2%	0%	-4%	4%	9%	-1%
Cc1nn(C)c(C)c1NC(=O)CCSc1nc(-c2ccco2)cc(C(F)(F)F)n1	?	-9%	-6%	8%	1%	2%	-1%	-22%
COc1ccc(/C=N/NC(N)=S)cc1OC(=O)c1cccc2ccccc12	?	7%	1%	-4%	-2%	-4%	?	-47%[inhibitor]
CC1=CC=CN2C1=NC(=O)CC2(C)C(=O)N(CC(=O)NC1CCCC1)c1cc(C)cc(C)c1 (stereo not given)	?	?	15%	2%	?	?	0%	2%
CS(=O)(=O)N(CC(=O)NCCSC1CCCCC1)c1cccc(F)c1	1%	2%	2%	3%	-2%	1%	5%	1%
O=C(N/C(=C/C=C/c1ccccc1)C(=O)N1CCCCC1)c1ccc([N+](=O)[O-])cc1	-39%	-5%	0%	-1%	-8%	-3%	-6%	29%
COc1ccc(-n2c(=O)c3c4c(sc3n(CC(=O)NC3CCCC3)c2=O)CCCC4)c(OC)c1	-5%	0%	-4%	-2%	10%	-5%	-10%	-15%
COc1ccc(OC)c(NC(=S)N(CCc2c(C)[nH]c3ccc(C)cc23)Cc2cccs2)c1	?	?	-3%	8%	10%	0%	-10%	-7%
CCN(c1cccc(C)c1)S(=O)(=O)c1cccc(C(=O)O)c1	-2%&0%	-3%	3%	16%	-2%	9%	-3%	16%
CC1CCCCC1NC(=O)COC(=O)c1ccc2c(c1Cl)C(=O)c1ccccc1C2=O (stereo not given)	-16%	0%	-7%	-8%	-15%	-14%	10%	-12%

High-throughput results: PubChem, National Center for Advancing Translational Sciences (NCATS)
